From PubChem
D3 antag = qHTS of D3 Dopamine Receptor Antagonist: qHTS. D(3) dopamine receptor (Homo sapiens), P35462. D3R cells, DiscoveRx beta-arrestin luminescence, antagonist mode; stronger effect = lower value. max response, negative = inhibition, %. 360,000 tested, 2.5% active; in the data active means max response below about -50%; inconclusive means no clear call, values can overlap the other calls; further: on the % scale 0 is the no-effect control and ±100 the full control effect; mostly tested at two doses, the higher about 12 µM
Target sequence (P35462 whole entry, looked up): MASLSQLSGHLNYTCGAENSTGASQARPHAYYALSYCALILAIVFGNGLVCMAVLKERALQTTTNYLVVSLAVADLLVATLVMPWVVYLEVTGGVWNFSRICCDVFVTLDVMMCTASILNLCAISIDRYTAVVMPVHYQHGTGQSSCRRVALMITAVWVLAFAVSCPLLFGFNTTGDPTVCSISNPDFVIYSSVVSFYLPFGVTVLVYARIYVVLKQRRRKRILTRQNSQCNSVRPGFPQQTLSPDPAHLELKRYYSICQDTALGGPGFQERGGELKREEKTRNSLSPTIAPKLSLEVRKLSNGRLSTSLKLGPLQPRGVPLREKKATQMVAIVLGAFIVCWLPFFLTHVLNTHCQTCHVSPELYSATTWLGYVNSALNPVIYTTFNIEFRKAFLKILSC
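Cells plated overnight at 1500 cells/well, then exposed to library compounds with dopamine controls for 90 minutes at 37 degrees C. DiscoveRx reagent added for 30–60 minutes at room temperature; luminescence read, quantitative HTS format.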
TDP43 rescue = qHTS of TDP-43 Inhibitors; TDP-43 expressing yeast growth rescue, BacTiter-Glo, 24 h; Potency, µM (top dose mostly 46.1 µM), without a hit: top-dose growth rescue (activation), actives largely listed as activators; 410,000 tested, 1.8% active; AID 652104, 2013; further: potency means the concentration at half of the fitted maximal effect; % of control where 0% means no effect; nearly all actives have a fitted effect of over 50% in size
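Readout is BacTiter-Glo luminescence of cell growth, so inhibitors register as activators. TDP-43-expressing yeast at OD600=0.02 in galactose medium, after raffinose pregrowth to mid-log, were incubated with compound for 24 hr at 30 deg C.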
KB-V1 MDR tox = qHTS assay for MDR1-selective chemotherapeutics: Primary screen using the drug-selected MDR subline cells KB-V1. KB-V1 MDR cells viability, CellTiter-Glo, 72 h. 400,000 tested, 3.4% active. Potency, µM (doses to about 46.1 µM), for inactives: at the highest dose activity change, negative = cytotoxicity, hits mostly cytotoxic; further: potency means the concentration at half of the fitted maximal effect; on the % scale 0 is the no-effect control and ±100 the full control effect; nearly all actives have a fitted effect of over 60% in size
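Luminescent ATP read-out (CellTiter-Glo, 10 min) measures survival of drug-selected KB-V1 MDR cells after 72 h, 37 degrees C compound exposure. Medium: phenol-red-free DMEM, 10% FBS. Values from fitted concentration-response curves.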
D3 ag = qHTS of D3 Dopamine Receptor Agonist: qHTS; D(3) dopamine receptor (Homo sapiens), P35462; max activation, %; 410,000 tested, 0.58% active; AID 652048, 2013; D3R DiscoveRx beta-arrestin cells, luminescence, 90 min; in the data active means max activation above about 30%; further: 0% is about no effect; mostly tested at two doses, the higher about 12 µM
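Agonist mode: compounds and dopamine controls were applied to plated cells for 90 min at 37 degrees C after an overnight attachment at 1500 cells/well. Luminescent read-out followed 30 - 60 minutes at room temperature with DiscoveRx detection reagent.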
GLP1R cytotox = qHTS of GLP-1 Receptor Inverse Agonists: Cytotox Screen. HEK293 cAMP-luciferase reporter cells, luminescence, 24 h. Potency, µM (titrated, usually from 38.3 µM), for the others: at the top dose activity change, negative = inhibition, actives largely listed as inhibitors. 410,000 tested, 0.13% active. AID 624418, 2012;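 further: loss of luciferase light is scored as toxicity; potency means the concentration at half of the fitted maximal effect; on the % scale 0 is the no-effect control and ±100 the full control effect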
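To flag toxic compounds, the library was rerun on cells for 24 hr at 37 deg C and 5% CO2. Viability-linked luminescence was captured 12 min after adding luciferase detection reagent.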
aSyn yeast inh = qHTS of alpha-syn Inhibitors. Potency, µM (series often up to 46.1 µM), for inactives: at the highest dose growth rescue (activation), actives largely listed as activators. Yeast expressing alpha-synuclein, growth rescue, BacTiter-Glo, 24 h. 370,000 tested, 0.14% active; further: potency means the concentration at half of the fitted maximal effect; % of control where 0% means no effect; nearly all actives have a fitted effect of over 65% in size
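Galactose-induced alpha-syn yeast (OD600=0.02, raffinose-pregrown) + pinned cpd, 24 hr, 30 deg C; growth by BacTiter-Glo luminescence. Growth restoration scores as activation.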
PTHR1 ag = qHTS for PTHR1 Agonists: Primary Screen | Potency, µM (series often up to 115 µM), inactives show at the top dose activation, most hits filed as activators | Parathyroid hormone/parathyroid hormone-related peptide receptor (Homo sapiens), Q03431 | 410,000 tested, 0.075% active | HEK293 GP2 PTHR1 cells, GloSensor cAMP luminescence, 1 h; further: potency means the concentration at half of the fitted maximal effect; nearly all actives have a fitted effect of over 55% in size; some results filed as inactive show a strong effect at the top dose; inactives centre near -15; many of its hits are not listed in these tables
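HEK-293-derived GP2 cells expressing PTHR1 and a GloSensor cAMP reporter, 3,000/well, plated overnight, given luciferin plus IBMX (each 0.5 mM as added) for 1 h at 37 °C, then compound for 1 h at 37 °C. Luminescence was read after 15 min at room temperature.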
GLP1R inv ag = qHTS of GLP-1 Receptor Inverse Agonists (Inhibition Mode); Glucagon-like peptide 1 receptor (Homo sapiens), P43220; HEK293 GLP-1R CRE-luciferase, luminescence, 24 h; GLP-1R form is constitutively active; Potency, µM (series often up to 38.3 µM), inactives show at the top dose activity change, negative = inhibition, actives largely listed as inhibitors; 410,000 tested, 1.6% active; further: potency means the concentration at half of the fitted maximal effect; on the % scale 0 is the no-effect control and ±100 the full control effect; nearly all actives have a fitted effect of over 55% in size
Target sequence (P43220 whole entry, looked up): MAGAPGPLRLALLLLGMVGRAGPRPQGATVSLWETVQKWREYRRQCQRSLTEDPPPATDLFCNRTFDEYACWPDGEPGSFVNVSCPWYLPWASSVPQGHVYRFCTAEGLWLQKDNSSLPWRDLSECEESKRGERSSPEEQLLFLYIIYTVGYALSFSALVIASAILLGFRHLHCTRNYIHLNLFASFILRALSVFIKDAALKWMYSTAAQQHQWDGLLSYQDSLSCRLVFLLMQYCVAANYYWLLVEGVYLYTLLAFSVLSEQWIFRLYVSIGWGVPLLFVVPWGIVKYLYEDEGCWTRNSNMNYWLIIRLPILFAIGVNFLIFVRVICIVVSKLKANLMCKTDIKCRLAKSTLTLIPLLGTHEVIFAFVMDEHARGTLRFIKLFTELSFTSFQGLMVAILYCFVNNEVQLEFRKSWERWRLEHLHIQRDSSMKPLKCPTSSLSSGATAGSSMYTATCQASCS
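HEK293 cells stably co-expressing a cAMP-responsive luciferase reporter and constitutively active GLP-1R were seeded, incubated 12 h, then exposed to compounds for 24 h at 37 C. Luminescence was read 12 min after detection reagent; inverse agonists lower signal.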
GLP-1R agonist = qHTS of GLP-1 Receptor Agonists; AID 624172, 2012; 380,000 tested, 0.007% active; HEK293 GLP-1R CRE-luciferase, luminescence, 4-6 h; cells express a hypersensitive GLP-1R form; Glucagon-like peptide 1 receptor (Homo sapiens), P43220; Potency, µM (doses to about 45.6 µM), for the others: at the highest dose activation, usual class: activators; further: potency means the concentration at half of the fitted maximal effect; % of control where 0% means no effect
* hit, by the source's call; i = inactive; ? = inconclusive; · = not tested or not shown; [ ] = dose if it differs, or a comment. Unless noted, the call rests on the fitted dose curve; in most records, active means well fitted curve in the direction sought with a large enough effect; inconclusive means small, poorly fitted or top-dose-only effect, or another doubt; inactive means no such curve, though single readings can be large; an effect the other way counts as inactive or inconclusive. Some of the compounds tested. The share of hits here may be higher or lower than overall.

SMILES	D3 antag	TDP43 rescue	KB-V1 MDR tox	D3 ag	GLP1R cytotox	aSyn yeast inh	PTHR1 ag	GLP1R inv ag	GLP-1R agonist
O=C(NCCc1ccccn1)c1ccc(NS(=O)(=O)c2ccc(F)cc2)cc1	-8.6	-20.5%	1.3%	-4.0	-11.4%	-2.4%	-4.4%	10.4%	-0.5%
COCCN(CCOC)Cc1c(O)ccc2c1O/C(=C\c1ccco1)C2=O	0.0	-28.8%	?	-7.0	·	3.0%	i	20.1%	10.8%
Cn1nnnc1SCC(=O)N1CCN(C(c2ccccc2)c2ccccc2)CC1	2.8	10.8%	-8.4%	1.5	-18.7%	9.9%	i	?	-20.7%
CCCCOc1cccc(C(=O)NNC(=S)NC2CCCCC2)c1	?	18.3%	-29.6%	-20.6	11.2%	-1.4%	-63.6%[inhibitor][57.5 µM]	?	-11.1%
CCN(CC)C(=O)c1cccc(-c2csc(C(C)(NC(C)=O)c3ccc(OC)cc3)n2)c1 (stereo not drawn)	18.1	20.6%	0.2%	8.4	-2.9%	-13.0%	-1.6%	17.7%	-1.7%
CCCCC(CC)C(=O)Nc1ccc(Nc2ccccc2)cc1 (stereo not drawn)	-20.9	-7.7%	?	-7.7	-30.0%	-9.9%	i	?	0.9%
N#CC1=C(N)Oc2cc(O)ccc2C1c1cccs1 (stereo not drawn)	14.6	4.1%	-9.1%	5.6	-8.8%	-8.7%	-24.3%	-8.4%	11.7%
Fc1ccc(C2CCCN2Cc2nc(Cc3ccccc3)no2)cc1 (stereo not drawn)	5.1	13.3%	-13.8%	-9.9	7.4%	-2.7%	-7.4%	?	15.5%
Cc1ccc(NC(=O)NC(=O)CSc2n[nH]c(N)n2)c(C)c1	1.4	-7.2%	11.4%	2.3	5.3%	-3.9%	i	45.3%[activator]	0.0%
CN(C)/C=N/c1nc(Sc2ccc(C(F)(F)F)cc2[N+](=O)[O-])n[nH]1	10.8	-6.2%	0.1%	3.1	2.5%	-8.3%	-6.0%	3.5%	9.1%
COC(=O)c1cccnc1-n1c(=O)c2cccnc2n(Cc2cccc(OC)c2)c1=O	0.0	8.9%	-8.5%	-2.9	-4.5%	5.7%	-43.4%[inhibitor]	15.1%	12.5%
Cc1cc(C)n(C(=O)CNC(=O)c2ccccc2Br)n1	-7.9	27.7%	?	-2.2	2.3%	1.0%	i	18.3%	5.8%
CCCN1CCC(NC(=O)Cc2ccc(C)cc2)CC1	7.1	-1.3%	54.6%	-3.2	-17.5%	-0.7%	i	10.3%	-11.3%
O=C(CNS(=O)(=O)c1ccccc1)OCC(=O)c1ccc(OC(=O)c2ccccc2)cc1	14.0	-2.7%	-3.7%	16.8	-8.7%	5.6%	i	7.3%	3.9%
C=CCn1c(=O)/c(=C/c2ccc(F)cc2)s/c1=C(\C#N)c1nnc2n1CCCCC2	10.5	-26.5%	-22.5%	-2.9	?	?	-16.9%	3.9%	0.0%
O=C(CNc1ccc(Br)cc1)Nc1ccc(S(=O)(=O)N2CCCCC2)cc1	-3.8	-4.3%	18.4%	-0.5	-13.9%	7.5%	-7.2%	?	0.1%
COc1cccc(N2CCN(C3OC(=O)c4ccccc43)CC2)c1 (stereo not drawn)	-3.2	-13.7%	?	-4.1	3.7%	-0.2%	-16.1%[57.5 µM]	?	-12.6%
NC(=O)c1cc(S(=O)(=O)N2CCCC2)ccc1OCc1ccc(F)cc1	7.3	-12.8%	-4.1%	-0.4	-9.1%	-5.7%	i	-12.1%	-4.1%
COc1cccc(-n2c([S-])c(C(=O)Nc3ccc(S(=O)(=O)N4CCOCC4)cc3)[n+]3cc(C(N)=O)ccc23)c1	9.7	-14.7%	3.8%	4.7	0.1%	-1.0%	-9.2%	12.5%	16.5%
CN1CCN(C(=O)c2cc(=O)c3cc(Cl)ccc3o2)CC1	-9.6	-3.7%	3.1%	0.1	23.0%	-1.6%	-0.1%	19.6%	13.9%
CCSc1nnc2c(Cl)cc(Cl)cn12	0.0	14.8%	-13.1%	-3.3	2.8%	0.6%	i	6.0%	9.0%
O=C1NC(=Nc2cccc([N+](=O)[O-])c2)SC1(CO)CO	-18.4	-13.1%	-14.8%	2.3	0.7%	-8.4%	?	-13.9%	-5.0%
CC(C)c1ccc(OC(=O)c2cc(-c3ccccc3)on2)cc1	·	0.0%	·	8.3	9.0%	·	i	9.2%	·
CN(C(=O)CSc1cccc[n+]1[O-])C1CCCCC1	?	25.2%	?	-3.0	?	22.0%	i	?	-1.5%

Record cards, as listed above. Order of values: D3 antag	TDP43 rescue	KB-V1 MDR tox	D3 ag	GLP1R cytotox	aSyn yeast inh	PTHR1 ag	GLP1R inv ag	GLP-1R agonist
CCN(CC)C(=O)c1cccc(-c2csc(C(C)(NC(C)=O)c3ccc(OC)cc3)n2)c1 (stereo not drawn) across the screens: 18.1	20.6%	0.2%	8.4	-2.9%	-13.0%	-1.6%	17.7%	-1.7%
CN1CCN(C(=O)c2cc(=O)c3cc(Cl)ccc3o2)CC1 across the screens: -9.6	-3.7%	3.1%	0.1	23.0%	-1.6%	-0.1%	19.6%	13.9%
O=C(CNc1ccc(Br)cc1)Nc1ccc(S(=O)(=O)N2CCCCC2)cc1 across the screens: -3.8	-4.3%	18.4%	-0.5	-13.9%	7.5%	-7.2%	?	0.1%

Next section
SMILES	D3 antag	TDP43 rescue	KB-V1 MDR tox	D3 ag	GLP1R cytotox	aSyn yeast inh	PTHR1 ag	GLP1R inv ag	GLP-1R agonist
Cc1cccc(C)c1OCC(=O)Nc1c(C(=O)c2ccccc2)oc2ccccc12	·	-15.1%	14.3%	-17.7	2.7%	·	-13.8%	0.2%	-0.8%
CC(C)NS(=O)(=O)c1ccc(CCC(=O)N2CCCCC2)cc1	10.3	-5.3%	-0.9%	5.7	-3.8%	3.3%	i	4.0%	13.9%
CC(=O)c1cccc(NC(=S)NC(=O)CC(C)(C)C)c1	19.0	29.0%	10.0%	0.1	4.9%	2.9%	i	?	-0.6%
CCOC(=O)c1c(-c2ccccc2)csc1N1C(=O)Nc2ccccc2N1O	-3.5	3.5%	6.7%	-2.3	-2.6%	-1.5%	-16.0%	?	-2.4%
CCOC(=O)C1=C[C@@H](C(C)(C)C)N(S(=O)(=O)c2ccc([N+](=O)[O-])cc2)[C@H]1c1ccccc1	10.4	8.4%	?	-2.5	11.1%	-4.6%	-17.1%	?	-6.4%
Cc1cc(C)c(S(=O)(=O)N2CCN(C)CC2)c(C)c1	5.6	-11.6%	?	-17.9	-7.0%	1.0%	-3.4%[57.5 µM]	2.1%	0.2%
Cc1nnc(SCC(=O)Nc2nc3c(s2)CC(C)CC3)s1 (stereo not drawn)	24.8	12.2%	-48.7%	-1.2	-15.6%	2.7%	-13.9%[57.5 µM]	-8.2%	-16.7%
CCN(CC(=O)Nc1ccccc1OC)C(=O)c1ccc(N(C)S(=O)(=O)c2ccc(C)cc2)cc1	27.7	6.3%	?	2.7	-11.2%	-3.2%	i	-14.9%	-2.9%
Cc1ccc(OCC(=O)Nc2nc(C)c(Cl)cc2Cl)c([N+](=O)[O-])n1	5.5	-5.4%	14.5%	1.7	1.2%	8.4%	i	2.5%	-0.5%
Cc1ccc(NC(=O)c2cccc(S(=O)(=O)NCc3ccccc3)c2)nc1	14.5	0.0%	?	1.8	-16.9%	5.8%	-90.8%[inhibitor]	?	1.3%
O=C(O)COc1ccc(S(=O)(=O)N2CCCC2)cc1	18.8	19.9%	-3.4%	-2.4	-3.9%	1.1%	i	25.1%	-5.3%
S=C1NC[C@H](Cc2ccccc2)N1CCc1cccc2ccccc12	3.2	?	-7.5%	-12.1	5.0%	?	i	?	0.8%
COCCCNC(=S)NNC(=O)c1ccc(S(=O)(=O)N2CCC(C)CC2)cc1	-21.4	0.7%	-20.1%	-8.2	1.1%	-4.4%	-13.2%	3.2%	5.7%
C=CC[C@@H](CC(=O)NCCO)C(=O)NC[C@@H](OC(=O)[C@H](CC=C)CC(=O)OC(C)(C)C)c1ccccc1	42.7	16.2%	-7.2%	7.9	2.7%	6.6%	i	-2.9%	18.7%
O=C(CSc1nnc(-c2ccccc2Cl)o1)Nc1ccc2c(c1)OCCO2	22.6	17.0%	-26.8%	22.3	-17.7%	3.3%	i	0.5%	-6.6%
COC(=O)c1sccc1NC(=O)CSc1nnnn1-c1ccccc1F	-2.5	1.4%	-14.9%	3.1	-13.1%	-0.5%	-22.7%[57.5 µM]	?	0.4%
COc1cc(/C=C/C(=O)c2ccc3c(c2)OCO3)cc(OC)c1OC	-22.2	?	20.6µM*	-7.7	?	-8.0%	-27.1%	?	-2.7%
Fc1cccc2ncnc(OCc3ccccc3)c12	15.2	14.0%	-5.9%	6.9	10.3%	4.4%	i	4.7%	9.8%
Cn1ncc(Cl)c1C(=O)Nc1cccnc1	-3.8	11.0%	2.8%	5.5	-2.8%	-0.3%	i	9.2%	-6.2%
Cc1nnc(NC(=O)CSc2nnc(CNC(=O)c3ccccc3)n2-c2ccccc2)s1	-0.3	13.1%	-7.5%	-5.3	-0.7%	-1.4%	i	-6.5%	-4.0%

Two compounds from above with just PTHR1 ag and GLP-1R agonist.
SMILES,PTHR1 ag,GLP-1R agonist
CC(C)c1ccc(OC(=O)c2cc(-c3ccccc3)on2)cc1,i,·
COc1cccc(N2CCN(C3OC(=O)c4ccccc43)CC2)c1 (stereo not drawn),-16.1%[57.5 µM],-12.6%
